# GCN5L2 inh: qHTS Assay for Inhibitors of GCN5L2; Histone acetyltransferase KAT2A (Homo sapiens), Q92830; GCN5L2 HAT assay, ThioGlo1 CoA-SH fluorescence; Potency, µM (highest dose often 58.9 µM), for inactives: at the highest dose activity change, negative = inhibition, usual class: inhibitors; actives 0.21% (n = 390,000)
# Target sequence (Q92830 whole entry, looked up): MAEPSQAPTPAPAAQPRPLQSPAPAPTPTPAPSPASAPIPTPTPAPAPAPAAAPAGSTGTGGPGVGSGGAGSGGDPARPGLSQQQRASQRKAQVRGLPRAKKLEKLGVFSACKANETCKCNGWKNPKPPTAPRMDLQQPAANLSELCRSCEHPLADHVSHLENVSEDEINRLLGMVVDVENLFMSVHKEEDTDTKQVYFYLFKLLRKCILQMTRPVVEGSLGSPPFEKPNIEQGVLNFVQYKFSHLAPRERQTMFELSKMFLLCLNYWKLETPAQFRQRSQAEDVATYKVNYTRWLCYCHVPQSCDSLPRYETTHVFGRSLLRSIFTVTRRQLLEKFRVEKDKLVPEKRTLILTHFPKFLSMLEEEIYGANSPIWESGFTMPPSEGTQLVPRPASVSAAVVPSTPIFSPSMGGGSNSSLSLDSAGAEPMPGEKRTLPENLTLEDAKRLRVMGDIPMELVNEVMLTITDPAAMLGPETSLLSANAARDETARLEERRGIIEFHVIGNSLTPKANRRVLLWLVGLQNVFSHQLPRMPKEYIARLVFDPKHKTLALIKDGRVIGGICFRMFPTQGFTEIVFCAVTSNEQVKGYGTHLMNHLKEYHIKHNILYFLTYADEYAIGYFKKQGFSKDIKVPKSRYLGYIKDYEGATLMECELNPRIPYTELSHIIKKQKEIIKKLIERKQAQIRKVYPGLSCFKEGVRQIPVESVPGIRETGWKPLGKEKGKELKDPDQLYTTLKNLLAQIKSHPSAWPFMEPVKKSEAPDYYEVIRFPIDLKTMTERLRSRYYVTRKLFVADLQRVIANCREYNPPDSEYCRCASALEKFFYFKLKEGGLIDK
#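 Fluorescence readout, Ex340nm/Em540nm: ThioGlo1 (50uM final) reacts with free CoA thiol released as 20nM GCN5L2 acetylates H3(1-25) peptide (75uM) using acetyl-CoA (70uM). Compound and enzyme sat 15 min beforehand; 20 min room-temperature reaction.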
# DT40 TDP1 CPT: qHTS for Inhibitors of human tyrosyl-DNA phosphodiesterase 1 (TDP1): qHTS in cells in presence of CPT; chicken DT40 Tdp1-/-;hTDP1 cells + 20 nM CPT, ATP luminescence, 48 h; Potency, µM (titrated, usually from 46.2 µM), inactives show top-dose activity change, negative = growth inhibition, actives largely listed as inhibitors; actives 12% (n = 420,000); AID 686979, 2013; further: nearly all actives have a fitted effect of over 55% in size
#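 Chicken DT40 Tdp1-/- cells complemented with human TDP1, 400 cells/well, exposed to compounds plus 20 nM camptothecin for at least 48 h at 37 C; viability read as ATP content by CellTiter-Glo luminescence.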
# TDP1 cell noCPT: qHTS for Inhibitors of human tyrosyl-DNA phosphodiesterase 1 (TDP1): qHTS in cells in absence of CPT. actives 15% (n = 420,000). Potency, µM (highest dose often 46.2 µM), inactives show at the highest dose activity change, negative = growth inhibition, actives largely listed as inhibitors. AID 686978, 2013. DT40 Tdp1-/- hTDP1 cells, no CPT, ATP luminescence, 48 h; further: nearly all actives have a fitted effect of over 55% in size
#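 Growth of hTDP1-complemented DT40 Tdp1-knockout cells is measured by ATP luminescence after at least 48 hr compound exposure at 37 °C, with DMSO substituting for the 20 nM CPT used in the parallel screen.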
# Active calls of the source: *; ? = inconclusive; nt = not tested or not shown; & = joins results of further samples; ! = not active in a repeat; [ ] = remark or other dose. The call rests on the fitted dose curve; in most records, active means well fitted curve in the direction sought with a large enough effect; inconclusive means small, poorly fitted or top-dose-only effect, or another doubt; inactive means no such curve, though single readings can be large; an effect the other way counts as inactive or inconclusive. On the % scale 0 is the no-effect control and ±100 the full control effect; potency means the concentration at half of the fitted maximal effect.
SMILES,GCN5L2 inh,DT40 TDP1 CPT,TDP1 cell noCPT
O=C(Nc1cccc(-c2csc(Nc3ccc(Cl)cc3)n2)c1)c1cc([N+](=O)[O-])cc(C(F)(F)F)c1,1%,18µM*,18µM*
C=C(C)COc1ccc(-c2ncncc2-c2ccc(Br)cc2)c(O)c1,-14%,-1%,-29%
COc1cccc(CSc2nc3n(n2)C(CC(C)C)C(C(=O)Nc2ccccc2OC)=C(C)N3)c1 (stereo not given),-5%,18µM*,13µM*
Cc1c(C(=O)NCCSCc2c(F)cccc2Cl)cnn1-c1ccc(F)cc1,-12%,?,26µM*
CCCC(=O)C1=C(O)C(C(=O)OC)C(C)(C)CC1=NC(C)(C)C (stereo not given),2%,-26%,?
CN=C(Nc1ccc(C(=O)OC)s1)c1ccc(Cl)cc1,-15%,12%,-1%
Cc1cc(Cl)ccc1OCC(=O)N1CCC(c2nc3ccccc3o2)CC1,-12%,?,16µM*
CC1(C)C(N(O)C(=O)Nc2ccc(Cl)cc2)N(c2ccc(Cl)cc2)C(=O)N1CC(=O)NN (stereo not given),-11%,3%,-2%
COc1ccccc1CNC(=O)c1csc(Cc2ccc(Cl)cc2)n1,-16%,?,?
CCc1cc(CNC(=O)C2CCC(=O)N(Cc3cccc(F)c3)C2)on1 (stereo not given),-6%,-7%,14%
O=C(OCC(=O)N1CCCC1)c1cc(Cl)ccc1[N+](=O)[O-],-5%,1%,-20%
Cc1ccc(C)c(S(=O)(=O)N2CCN(Cc3cc4c(cc3O)OCO4)CC2)c1,-8%,?,-36%
Cc1ccc(C(c2nnnn2CC2CCCO2)N2CCN(Cc3ccccc3)CC2)cc1 (stereo not given),0%,1%,-7%
COc1ccc(OC)c(S(=O)(=O)N2CCC(C(=O)NC3CCCCCC3)CC2)c1,-39%,4%,?
Cn1c(-c2ccc(C=O)s2)nc2c3ccccc3c3ccccc3c21,?,?,?
CC(C)C(=O)NCCc1nc2ccccc2n1C,-8%,-2%,-1%
COC(=O)c1ccc(NC(=O)CN2CCC(NC(=O)c3ccco3)CC2)cc1,-1%,3%,-15%
Cc1ccc(S(=O)(=O)Nc2nc(C)c(C(=O)N/N=C/c3ccccc3)s2)cc1,-7%,3%,-13%
Cc1ccc(CSC2=NC(C)(C)Nc3ccccc32)c(C)c1,16%,-28%,?
CC(C)(C)OC(=O)C[C@@H]1C/C=C\C[C@H](CC(=O)N(CCO)Cc2ccccc2)C(=O)N[C@H](C(C)(C)C)COC1=O,-2%,?,?
CC(C)(C)c1cc2cccnc2n1Cc1cccc(F)c1,-15%,?,?
CCOc1ccc(-n2nc(CO)c(C(=O)NCC(c3ccccc3)c3ccccc3)n2)cc1,-4%,-6%,-2%
COc1ccc(-c2nc3cnccn3c2NC2CCCCC2)cc1-c1cccc(Cl)c1,-23%,?,26µM*
Cc1ccc(-n2c(C)nn(CCOc3ccccc3)c2=O)cc1,-7%,3%,-1%
COc1ccc(Cl)cc1NC(=O)CSc1ccc2nnc(CCNS(=O)(=O)c3ccccc3)n2n1,-4%,18µM*,?
N#Cc1c(NC(=O)c2cc([N+](=O)[O-])ccc2N2CCOCC2)sc2c1CCCC2,-5%,6%,-26%
Cc1onc(-c2ccccc2Cl)c1C(=O)N(C)CC(=O)Nc1ccc(F)c(F)c1F,-1%,?,?
Cc1ccc(-c2nc(C)sc2CC(=O)OCC(=O)Nc2cccc([N+](=O)[O-])c2)cc1,-17%,-22%,-28%
CNS(=O)(=O)c1ccc(NC(=O)c2cncc(Br)c2)cc1,-12%,-18%,-27%
CCc1noc(C)c1C(=O)Nc1nc(-c2cc(OC)ccc2OC)cs1,2%,?,21µM*
C=CCNC(=O)CSc1nnc(-c2ccncc2)n1CCc1ccccc1,-4%,-9%,0%
C=CCNC(=O)c1ccccc1Cl,-19%,11%,6%
O=c1c(-c2c(O)cc(O)c3c(=O)cc(-c4ccc(O)cc4)oc23)c(-c2ccc(O)cc2)oc2cc(O)cc(O)c12,-22%,-24%,5%
CS(=O)(=O)N1CCC(C(=O)NCc2ccc(F)cc2)CC1,-2%,8%,3%
O=C(CSc1n[nH]c(-c2ccncc2)n1)NCCc1ccccc1,2%,?,?
O=C(Nc1nc2ccccc2n1CCN1CCOCC1)c1ccc(Cl)cc1,-17%,-6%,?
COc1cccc2cc(C(N)=O)/c(=N\NC(=O)c3ccccc3)oc12,3%,-11%,?
O=C(Nc1cccc2nsnc12)c1cc2c(cc1Cl)Sc1nccn1S2(=O)=O,nt,23µM*,?
CCc1ccccc1NC(=O)c1sc(-n2nc(C)c(Cc3ccc4c(c3)OCO4)c2C)nc1C,-7%,?,18µM*
Cc1nc(-c2ccc(F)cc2)c(CC(=O)N(C)CC(=O)Nc2ccc(Br)cc2C)s1,-1%,?,?
CCOC(=O)N1CCN(C(=O)CCS(=O)(=O)c2ccc3c(c2)CC(C)N3C(=O)CC)CC1 (stereo not given),-8%,?,?
COc1ccc(C(CNC(=O)c2ccc(NS(=O)(=O)c3ccccc3)cc2)N2CCOCC2)cc1 (stereo not given),-3%,-14%,-8%
CN(CCOC(=O)c1ccco1)Cc1ccccc1,0%,12%,5%
O=C(CS(=O)(=O)c1ccccc1)NCc1ccc(Cl)cc1,-1%,-11%,10%
O=S(=O)(NC(=NC1CCCCC1)c1ccccc1F)c1ccccc1,2%,27%,-11%
CN1CCN(C(=O)c2cnn3c(C(F)F)cc(C4CC4)nc23)CC1,-9%,1%,6%
COc1ccc(-n2ncc(C(=O)N3CCN(c4ccc(F)cc4)CC3)c2C)cc1,-3%,-29%,?
CCOC(=O)c1ccccc1NC(=O)Cn1c(=O)n(Cc2ccc(C(=O)NCc3ccc4c(c3)OCO4)cc2)c(=O)c2ccccc21,3%,-12%,-6%
CCN1/C(=C/C(C)=O)Sc2ccc(OC)cc21,-20%&-5%,7.1µM*!,13µM*
CO[C@H]1[C@H](NC(=O)c2ccsc2)c2ccccc2C12CCN(Cc1cccc3ncccc13)CC2,nt,-11%[9.04 µM],?
CC(Nc1c([N+](=O)[O-])c(=O)oc2ccccc12)c1ccccc1 (stereo not given),-11%,-18%,-28%
C[C@@H](C(=O)N1CCN(C(=O)OC(C)(C)C)CC1)n1cc(CCC(=O)O)nn1,-8%,16%,0%
Cc1ccc(C)c(OCCOCCN2CCOCC2)c1,-10%,-9%,-11%
COCCNC(=O)c1ccccc1NC(=O)Cc1ccccc1,12%,18%,-15%
COc1ccc(-n2cc(C(=O)Nc3ccccc3C#N)c3ccccc3c2=O)cc1,-20%,-18%,?
CN1CCN(c2nnc(-c3ccccc3)c(-c3ccccc3)n2)CC1,2%,0%,-26%
COc1ccc(S(=O)(=O)N(C)CC(=O)N2CCCC2)cc1,6%,2%,4%
CC(C)CCN1CCC(Cc2ccccc2)(NC(=O)c2ccccc2)C1=O (stereo not given),-4%,?,?
COc1cccc(C(=O)Nc2ccc3nc(SCC(=O)N4CCOCC4)sc3c2)c1,-13%,15µM*,13µM*
CC(C)(O)C#Cc1ccc(C(=O)N2CCC(CCC(=O)NC3CC3)CC2)cc1,-24%,29%,-3%

# (cont.)
SMILES,GCN5L2 inh,DT40 TDP1 CPT,TDP1 cell noCPT
N#Cc1ccc(COC(=O)Cn2nnc(-c3ccccc3)n2)cc1,-2%,-15%,-19%
O=C(N/N=C\c1cn[nH]c1-c1ccccc1)c1cccs1,-1%,-1%,-24%
CC(c1nc2ccccc2c(=O)[nH]1)N1CCN(C)CC1 (stereo not given),2%,-14%,-7%
COC(=O)c1cccc(NC(=O)/C=C/c2ccc([N+](=O)[O-])cc2)c1,1%,-5%,?
Cc1csc(NC(=O)CN2C(=O)c3ccccc3S2(=O)=O)n1,-36%,4%,1%
O=C(O)CCC(=O)Nc1ccc(N2CCCCC2)c(C(=O)O)c1,-5%,10%,-9%
CN(C)C1=NCCN1CCc1ccccc1,-3%,-2%,?
Cc1ccc(S(=O)(=O)NCCn2nc(C)nc2C)cc1,-1%,16%,2%
COc1ccc(-c2noc(CN(C)S(=O)(=O)c3ccc(C)cc3)n2)cc1,-4%,16µM*,18µM*
CC(C)Cc1nnc(NC(=O)CCC(=O)Nc2ccc(F)cc2)s1,-6%,-3%,-11%
O=C(CCn1c(=O)c2cccn2c2cccnc21)Nc1ccccc1Br,-5%,-5%,?
COc1ccccc1OCC(O)Cn1c(=N)n(CCN2CCCCC2)c2ccccc21 (stereo not given),0%,?,16µM*

# Another view of part of the listing above.
SMILES | GCN5L2 inh | DT40 TDP1 CPT | TDP1 cell noCPT
O=C(Nc1cccc(-c2csc(Nc3ccc(Cl)cc3)n2)c1)c1cc([N+](=O)[O-])cc(C(F)(F)F)c1 | 1% | 18µM* | 18µM*
C=C(C)COc1ccc(-c2ncncc2-c2ccc(Br)cc2)c(O)c1 | -14% | -1% | -29%
COc1cccc(CSc2nc3n(n2)C(CC(C)C)C(C(=O)Nc2ccccc2OC)=C(C)N3)c1 (stereo not given) | -5% | 18µM* | 13µM*
Cc1c(C(=O)NCCSCc2c(F)cccc2Cl)cnn1-c1ccc(F)cc1 | -12% | ? | 26µM*
CCCC(=O)C1=C(O)C(C(=O)OC)C(C)(C)CC1=NC(C)(C)C (stereo not given) | 2% | -26% | ?
CN=C(Nc1ccc(C(=O)OC)s1)c1ccc(Cl)cc1 | -15% | 12% | -1%
Cc1cc(Cl)ccc1OCC(=O)N1CCC(c2nc3ccccc3o2)CC1 | -12% | ? | 16µM*
CC1(C)C(N(O)C(=O)Nc2ccc(Cl)cc2)N(c2ccc(Cl)cc2)C(=O)N1CC(=O)NN (stereo not given) | -11% | 3% | -2%
COc1ccccc1CNC(=O)c1csc(Cc2ccc(Cl)cc2)n1 | -16% | ? | ?
CCc1cc(CNC(=O)C2CCC(=O)N(Cc3cccc(F)c3)C2)on1 (stereo not given) | -6% | -7% | 14%
O=C(OCC(=O)N1CCCC1)c1cc(Cl)ccc1[N+](=O)[O-] | -5% | 1% | -20%
Cc1ccc(C)c(S(=O)(=O)N2CCN(Cc3cc4c(cc3O)OCO4)CC2)c1 | -8% | ? | -36%

# The list goes on:
SMILES,GCN5L2 inh,DT40 TDP1 CPT,TDP1 cell noCPT
O=C(NC1CCCC(C(F)(F)F)C1)c1ccc([N+](=O)[O-])o1 (stereo not given),-3%,?,18µM*
CC(C)NC(=O)[C@@H]1CSC2c3ccccc3C(=O)N21 (stereo not given in full),-2%,5%,1%
COc1ccc(Cl)cc1C(=O)n1nc(C)cc1C,nt,0%,-28%
COc1cc(CN2CCC(C(=O)NC(c3ccccc3)c3ccsc3)CC2)cc(OC)c1 (stereo not given),nt,16µM*,21µM*
O=C(NCCOc1ccc(Cl)cc1)c1ccc2c(c1)OCCO2,-7%,-3%,-28%
COc1cc2nc(N3CCN(C(=O)OCc4ccccc4)[C@H](C(=O)NC(C)(C)C)C3)nc(N)c2cc1OC,-11%&-24%,?,-84%
CC1CC(C)(C)CC2(C1)NC(=O)N(CC(=O)Nc1c(F)cccc1F)C2=O (stereo not given),0%,6%,3%
CCCCOCCCNC(=O)C[C@@H]1C[C@@]2(C(=O)OCC)CCC=C2N(Cc2ccc3c(c2)OCO3)C1=O,nt,21µM*,16µM*
COc1ccc(C(=O)Nc2nc(-c3ccc([N+](=O)[O-])cc3)c(-c3ccccc3)s2)cc1,nt,8.2µM*,7.3µM*
COc1cccc(CN(C)CC(=O)Nc2c(C)cccc2C(C)C)c1,-3%,?,?
CCOc1ccc(NC(=O)CN(C)C(=O)CSC(C)C(=O)Nc2cc(C)on2)cc1OCC (stereo not given),1%,-5%,-14%
NNC(=O)c1cc(C23CC4CC(CC(C4)C2)C3)[nH]n1,-6%,-24%,-28%
COc1cccc(/C=N/NC(=O)CNC(=O)c2cccs2)c1O,0%,5.8µM*,9.2µM*
COc1ccc(-c2nn(-c3ccccc3)cc2C(=O)Nc2nc(CC(C)=O)ns2)cc1,-1%,?,?
CC(C)(C)NS(=O)(=O)c1ccc(CCC(=O)Nc2ccc3c(c2)OCCO3)cc1,-3%,3%,-12%
Oc1cccnc1CN1CCOCC1,nt,2%,0%
CCCCNc1ncnc2c1cnn2-c1ccc(Cl)cc1,-13%,3.7µM*,4.6µM*
CCC(=O)Nc1ccc(N2CCN(Cc3ccccc3)CC2)cc1,0%,-4%,-21%
O=C(Nc1ccc2nc(-c3cccs3)c(-c3cccs3)nc2c1)N1CCOCC1,?,?,13µM*
COC(=O)C(C)Sc1nc2c(c(=O)n1-c1ccccc1)SCC2 (stereo not given),-4%,-11%,-23%
O=C(N/N=C/c1ccc([N+](=O)[O-])o1)c1cn(-c2ccccc2)nc1-c1ccc(F)cc1,-1%,7.3µM*,5.8µM*
Cc1cc(C)c(C(=O)COC(=O)[C@H](C)Nc2ccc(C(F)(F)F)cc2[N+](=O)[O-])c(C)c1,-4%,-9%,-4%

# Assay outcomes from PubChem BioAssay.
